GCN5L2 inh – qHTS Assay for Inhibitors of GCN5L2. Potency, µM (titrated, usually from 58.9 µM), for inactives: at the top dose activity change, negative = inhibition, actives largely listed as inhibitors. GCN5L2 HAT assay, ThioGlo1 CoA-SH fluorescence. Histone acetyltransferase KAT2A (Homo sapiens), Q92830. AID 504327, 2011. 390,000 tested, 0.21% active
Target sequence (Q92830 whole entry, looked up): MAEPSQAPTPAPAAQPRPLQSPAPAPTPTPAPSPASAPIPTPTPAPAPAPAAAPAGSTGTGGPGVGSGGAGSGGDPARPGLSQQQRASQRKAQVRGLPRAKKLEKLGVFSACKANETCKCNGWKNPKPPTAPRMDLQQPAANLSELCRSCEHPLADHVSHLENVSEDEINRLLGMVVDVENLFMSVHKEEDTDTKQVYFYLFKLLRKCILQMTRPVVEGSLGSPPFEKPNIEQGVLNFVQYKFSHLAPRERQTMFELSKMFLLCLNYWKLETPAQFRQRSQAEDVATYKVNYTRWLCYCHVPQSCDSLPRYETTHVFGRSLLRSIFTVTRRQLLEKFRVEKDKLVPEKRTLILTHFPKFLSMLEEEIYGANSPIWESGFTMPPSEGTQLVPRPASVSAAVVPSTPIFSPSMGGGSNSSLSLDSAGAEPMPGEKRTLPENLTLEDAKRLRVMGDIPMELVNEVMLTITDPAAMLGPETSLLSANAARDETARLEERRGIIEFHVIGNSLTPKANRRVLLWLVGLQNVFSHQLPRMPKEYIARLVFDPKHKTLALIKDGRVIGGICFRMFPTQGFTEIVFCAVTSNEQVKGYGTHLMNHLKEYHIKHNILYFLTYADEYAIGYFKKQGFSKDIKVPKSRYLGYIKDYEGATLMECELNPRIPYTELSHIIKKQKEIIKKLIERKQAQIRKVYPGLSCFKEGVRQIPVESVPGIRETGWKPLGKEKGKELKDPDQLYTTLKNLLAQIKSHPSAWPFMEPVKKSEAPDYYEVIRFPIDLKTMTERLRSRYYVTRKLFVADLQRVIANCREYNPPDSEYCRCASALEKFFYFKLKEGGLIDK
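Enzyme at 20nM final was mixed with library compounds for 15 min at room temperature. Peptide H3(1-25) at 75uM, acetyl-CoA at 70uM and ThioGlo1 at 50uM were then added. Plates were read immediately and after 20 min (Ex340nm/Em540nm).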
FEN1 inhibitor – qHTS Assay for the Inhibitors of Human Flap endonuclease 1 (FEN1) | P39748 | Potency, µM (doses to about 114 µM), for inactives: at the top dose activity change, negative = inhibition, usual class: inhibitors | 390,000 tested, 0.35% active | Recombinant FEN1 flap cleavage, fluorescence, 15 min | AID 588795, 2011; also: nearly all actives have a fitted effect of over 65% in size
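Reaction started by adding substrate (50 nM final) to 10 nM enzyme after 15 min room-temperature compound preincubation. Reads at 0 and 15 min, with data normalized and fitted to a four-parameter Hill equation.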
N370S GC – qHTS Assay for Inhibitors and Activators of N370S glucocerebrosidase as a Potential Chaperone Treatment of Gaucher Disease | Potency, µM (highest dose often 59.4 µM), inactives show top-dose activity change, negative = inhibition, hits mostly inhibitors | AID 2101, 2009 | N370S GC spleen homogenate, 4MU-glucoside fluorescence | Lysosomal acid glucosylceramidase (Homo sapiens), P04062 | 330,000 tested, 0.092% active;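 also: 0% = full enzyme activity and -100% = no enzyme basal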
* hit, by the source's call; ? = inconclusive; · = not tested or not shown; [ ] = remark or other dose. Calls follow the shape of the dose curve; as a rule, active = well fitted curve in the direction sought with a large enough effect; inconclusive = small, poorly fitted or top-dose-only effect, or another doubt; inactive = no such curve, though single readings can be large; an effect the other way counts as inactive or inconclusive. Unless noted, % is scaled to controls: 0 for no effect and ±100 for the full control effect; potency is read from the fitted curve at half-maximal effect. The list is partial (hit frequency here may not be typical).

Each structure is followed by: GCN5L2 inh, FEN1 inhibitor, N370S GC
- CC(=O)N1c2ccc(S(=O)(=O)N3CCCC(C(=O)Nc4ccc(C)cc4C)C3)cc2CC1C (stereo not given)
  1%, -5%, -5%
- O=C(CSc1cccc[n+]1[O-])Nc1cccc(S(=O)(=O)NC2=NCCCCC2)c1
  1%, 2%, -9%
- COc1cccc(NC(=O)c2ccncc2)c1
  0%, -1%, 6%
- COc1cc(-c2cn(S(=O)(=O)c3cccc4nsnc34)nc2N)cc(OC)c1OC
  4%, -14%, -10%
- Cc1c(N2C(=O)/C(=C/c3ccccc3)SC2=S)c(=O)n(-c2ccccc2)n1C
  -12%, -11%, 18%
- Cc1ccccc1-c1noc(-c2ccc(NC3CCCC3)c([N+](=O)[O-])c2)n1
  -6%, -1%, ·
- CCOC(=O)Cc1csc(NC(=O)CN(C)S(=O)(=O)c2ccc3c(c2)CCC(=O)N3)n1
  -7%, -9%, 2%
- Cc1cccc(NC(=O)CN2C(=O)CNC2=O)c1
  1%, 0%, 2%
- COc1ccccc1CN1C(=O)c2ccncc2C1=O
  -5%, 4%, -3%
- O=C(Nc1ccc(C(=O)N2CCCCC2)cc1)c1ccccc1Cl
  -5%, 4%, -9%
- CCOC(=O)c1c(NC(=O)C2CC=CCC2C(=O)O)sc(C)c1CC (stereo not given)
  0%, -12%, 13%
- Nc1nc(=S)c2ncn(C3CCCC3)c2[nH]1
  -17%, -6%, 0%
- COc1ccc(N=Cc2ccc(-c3ccccc3)o2)cc1
  0%, 11%, 1%
- Cc1ccccc1C(=O)Nc1cccc(-c2cn3cccnc3n2)c1
  -17%, 3%, ·
- CCN1CCN(c2nc3c(C)cccn3c(=O)c2/C=C(\C#N)C(=O)NC)CC1
  -6%, 0%, ?
- CN(C(=O)c1cccc(NC(=O)C2CCN(C(=O)OC(C)(C)C)CC2)c1)C1CCC1
  0%, 0%, ·
- COc1ccc(/C=C2\SC(=O)N(CCNC(=O)C3CC4C=CC3C4)C2=O)cc1 (stereo not given)
  -13%, 2%, -22%
- O=C(CSc1nncn1-c1ccccc1)N1CCCC1
  -2%, 11%, -2%
- Cc1c(C(=O)C(C)C)n(C)c2ccccc12
  -5%, -2%, -7%
- O=C(NCc1ccc2c(c1)OCO2)c1c(F)c(F)c(F)c(F)c1F
  3%, 1%, -11%
- O=C(NCCc1ccccc1)c1ccc(Br)o1
  -5%, 0%, 3%
- COc1ccc(Cc2[nH]n3c(=O)c(Cl)c(C)nc3c2-c2ccccc2)cc1
  -1%, -24%, 6%
- N/C(Cc1ccc(Cl)cc1)=N\OC(=O)c1ccc2ccccc2c1
  -3%, -1%, 5%
- O=C(Cn1c(=O)ccc2cc(S(=O)(=O)N3CCCC3)ccc21)Nc1ccc(Cl)cc1
  -7%, -6%, ·
- CCCCOC(=O)c1ccc(NC(=O)/C(C#N)=C/c2ccc(-c3ccccc3)o2)cc1
  -6%, -2%, ·
- O=C(CSCC(=O)N1CCN(c2ccccc2)CC1)Nc1nc(-c2ccc(Cl)s2)cs1
  -6%, -15%, -4%
- COc1cccc2cc(C(=O)N(C)C3CCN(C)CC3)c(=O)oc12
  -2%, 6%, -4%
- Cc1ccc(S(=O)(=O)NCc2n[nH]c(=S)n2C)cc1
  14%, -6%, 8%
- COC(=O)c1cc2oc3ccccc3c2n1Cc1nc(-c2ccccc2C)oc1C
  -6%, 17%, ·
- COc1ccc(/C=N/n2c(SC)nnc(C(C)(C)C)c2=O)cc1
  -3%, -14%, 11%
- O=C(Cn1nnc(-c2ccc(Cl)cc2)n1)NC1CCN(Cc2ccccc2)CC1
  -2%, -8%, -1%
- CCOCCCn1c(=N)c(C(=O)NC(C)c2ccccc2)cc2c(=O)n3cccc(C)c3nc21 (stereo not given)
  -4%, -21%, ·
- O=C(CSc1nnc(SCc2ccccc2Cl)s1)N/N=C/c1c[nH]c2ccccc12
  -4%, 3%, 6%
- COCCCNC(=O)/C(C#N)=c1\s/c(=C\c2ccccc2OC(F)F)c(=O)n1CCCOC
  ?, 0%, 8%
- O=S(=O)(Nc1cccc(-c2nnco2)c1)c1ccc(F)cc1F
  -2%, 18%, -5%
- CN(C)CCCN(C(=O)c1ccc(S(=O)(=O)N2CCCCCC2)cc1)c1nc2c(F)cccc2s1
  -3%, -4%, -17%
- COC(=O)C1NN=C(C(=O)c2ccc(Br)cc2)C1c1cccc(Br)c1 (stereo not given)
  -7%, ?, 12%
- OCCCc1nc2ccccc2[nH]1
  -3%, 5%, -7%
- CCOC(=O)c1cnc2c(C)cccc2c1Nc1cccc(C(=O)O)c1
  -2%, -14%, -1%
- Cc1ccc(CN2CCSc3ccc(C(=O)NCCCN4CCOCC4)cc32)cc1
  -9%, 9%, ?
- COCCOC(=O)C1=C(N)OC2=C(C(=O)CCC2)C1c1cccnc1 (stereo not given)
  2%, -6%, 7%
- CC(C)(C)NC(=O)CSc1nc(N)c(-c2ccccc2)c(=O)[nH]1
  12%, -8%, -7%
- O=C(Nc1ccc(F)cc1)c1cc(S(=O)(=O)N2CCCCC2)cs1
  -16%, -5%, 5%
- COc1cccc(OCc2cc(C(=O)N(C)Cc3nc4ccccc4[nH]3)no2)c1
  -11%, -1%, -7%
- O=C(CN1C(=O)c2ccccc2C1=O)NCc1ccccn1
  1%, 1%, -8%

Carrying on.
smiles | GCN5L2 inh | FEN1 inhibitor | N370S GC
CCOC(=O)c1c(C)oc2nc(C)nc(NCCc3ccc(SC)cc3)c12 | -4% | 5% | ·
O=C(O)CC(NC(=O)C(F)(F)F)c1ccc2c(c1)OCO2 (stereo not given) | 0% | 1% | 27%
Cc1cccc(N2CCN(C(=O)c3ccnn3C)CC2)c1C | -24% | -2% | -3%
CCC(C)[C@H](NC(=O)[C@H](Cc1ccccc1)n1c(=O)[nH]c2ccccc2c1=O)C(=O)NCC1CCC(C(=O)O)CC1 (stereo not given in full) | 5% | 2% | 27%
CCc1ccc(NC(=O)COc2cccc(-n3cnnn3)c2)cc1 | 0% | -25% | ?
CC(=O)c1ccc(NC(=O)C(Cc2ccccc2)n2cccc2)cc1 (stereo not given) | -7% | -1% | -7%
CC(C(=O)Nc1ncc([N+](=O)[O-])s1)N1C(=O)c2ccccc2S1(=O)=O (stereo not given) | -8% | -6% | 0%
COc1ccc(NC2CCCN(C(=O)c3cccc(N(C)C)c3)C2)cc1 (stereo not given) | -10% | 4% | 1%
CC1CCN(C(=O)C(=O)c2cn(CC(=O)N3CCCCCC3)c3ccccc23)CC1 | -21% | -5% | 3%
Cc1ccc(C(=O)O/N=C(\N)Cc2cccc3ccccc23)cc1 | 0% | 0% | -4%
CCO[C@H]1OC(C(N)=O)=C[C@@H](c2ccc(Br)cc2)[C@@H]1CCCO | 1% | 1% | 21%
O=c1[nH]c(-c2cccnc2)nc2ccccc12 | -11% | -7% | 1%
Cc1ccc(-c2nn(CCC(=O)O)cc2CCC(=O)O)cc1 | 1% | -2% | 1%
Cc1ccc(S(=O)(=O)N2CCOCC2)cc1NC(=O)CSc1nc(N)cc(N)n1 | -10% | -4% | -1%
COc1ccc(OC)c(-n2cnc3cc(C(=O)NC4CCCC4)ccc32)c1 | -10% | 20% | ·
C/C(=N/OC(=O)CC(C)C)c1cc(-c2ccc(Cl)cc2)no1 | -3% | 27% | 12%
COc1cccc(NC2=C(C#N)C(=O)NC(c3cccc(OC)c3O)S2)c1 (stereo not given) | -4% | -5% | 3%
C=Cn1c(C(=O)O)ccc1-c1ccc(OC)cc1 | 2% | 6% | 25%
COc1ccc2nc3sc(C(=O)NCCN4CCc5ccccc5C4)cc3cc2c1 | -2% | 6% | 10%
NCC(=O)Nc1ccc(Cl)cc1C(=O)c1ccc[nH]1 | -4% | ? | ?
CN(C)C(=O)CN1C(=O)C2CC=C(Cl)CC2C1=O (stereo not given) | -11% | 0% | 4%
CSc1cccc(NC(=O)N2CCCC(CNS(=O)(=O)Cc3ccccc3)C2)c1 (stereo not given) | -4% | -9% | 0%
O=C(CSc1nnc(NC(=O)c2cccc(F)c2)s1)NCC1CCCO1 (stereo not given) | -3% | 1% | -15%
COc1cccc(NS(=O)(=O)c2ccc(-c3cc(C)no3)s2)c1 | -1% | -4% | ·
CN1C(=S)SC(N(O)C(=O)Nc2ccc(Cl)c(Cl)c2)C1(C)C (stereo not given) | -4% | -12% | 19%
COC(=O)CN(C#N)c1nc(SC)nc(N(C)C)n1 | 2% | -16% | 14%
C=CCN1C(=O)/C(=C2/Sc3ccccc3N2C)SC1=Nc1ccccc1C | -4% | -13% | 28%
Cc1nn(Cc2ccccc2)c2sc(C(=O)N3CCN(Cc4ccc5c(c4)OCO5)CC3)cc12 | · | -6% | -13%
CC(=O)O[C@H]1[C@@H](O)[C@H](O)[C@H](Oc2c(O)c(C)c3c4c2[C@@H](C)CC[C@@H]4[C@@H](C)C[C@H]3C=C(C)C)O[C@H]1C | -15% | ? | ·
COc1cccc(NC(=O)c2c(N3CCCC3=O)c3cc(C)ccc3n2C)c1 | -1% | 2% | ·
CCCSc1cc(=O)n(-c2ccccc2)nc1C(=O)OCC | -4% | 2% | 7%
C=CCNC(=O)c1ccc(-c2nc(-c3ccc(Cl)c(Cl)c3)cs2)cc1 | 3% | 5% | 1%
O=C(COC(=O)CCc1nc2ccccc2s1)Nc1cccc(S(=O)(=O)N2CCOCC2)c1 | -1%[0.501 µM] | -13% | 1%
Cc1cccc(C)c1OCCCN1CCOCC1 | -1% | 1% | -15%
CC(C)COc1ccc(C(=O)NC(Cc2c[nH]c3ccccc23)C(=O)NN)cc1 (stereo not given) | 1% | -29% | -20%
CN(Cc1cn[nH]c1-c1cc2ccccc2o1)CC1CCOCC1 | -1% | 5% | -18%
COc1ccc(C(=O)N2CCOC23CCN(c2ncccn2)CC3)cc1 | 0% | 19% | -14%
Cc1ccc(S(=O)(=O)N2CCN(Cc3ccccn3)CC2)cc1 | 0% | 5% | -1%
Cn1ccsc1=NC(=O)c1ccccc1F | -3% | -7% | 2%
COc1ccc(NC(=O)c2ccccc2)c([N+](=O)[O-])c1 | 0% | -4% | -1%
COc1ccc(S(=O)(=O)Nc2ccccc2C(=O)NCc2cccnc2)cc1C | 1% | -2% | -20%
CC(C)c1ccc(N=c2c([N+](=O)[O-])nn(-c3ccc4c(c3)OCCO4)n2O)cc1 | -6% | 11% | 8%
CCN(CC)S(=O)(=O)c1cc(NC(=O)c2cc(-c3ccccn3)nc3ccccc23)ccc1C | -15% | -29% | -11%
Cc1cc(Nc2ccc(C(=O)N3CCCCC3)cc2)c2cccc(C)c2n1 | 0% | -13% | 0%
O=C1CS(=O)(=O)C2(C(=O)Nc3ccccc32)N1c1cccc(Cl)c1 (stereo not given) | -22% | 8% | ·
COC(=O)c1sccc1NC(=O)c1sccc1C | -1% | 2% | 10%
CCOC(=O)c1ccc(NC(=O)c2cccc3c2C(=O)N(CC2CCCO2)C3)cc1 (stereo not given) | ? | -23% | -12%
O=C(CCc1nnc2ccc(NCc3ccco3)nn12)Nc1cccc(F)c1 | -10% | 0% | -3%
CCCn1c(N)c(N(CCOC)C(=O)c2cc(Cl)nc3ccccc23)c(=O)[nH]c1=O | -3% | -2% | 1%
CCOC(=O)c1ccccc1NC(=O)CN(c1cccc(C)c1C)S(=O)(=O)c1ccccc1 | -16% | -2% | ·
Cc1ccc(C(=O)Nc2sc3c(c2C#N)CCCCC3)cc1C | -12% | 5% | 12%
O=C(NCCC1=CCCCC1)c1ccc(Br)o1 | 2% | 2% | 4%
O=C(NC(=S)N1CCCCC1)c1csc([N+](=O)[O-])c1 | -4% | -2% | 1%
Cc1nccc(-c2ccc(-n3c(C)ccc3C)cc2)n1 | -15% | -13% | 0%
COC(=O)Cc1c(C)c2ccc(OC(=O)c3ccco3)cc2oc1=O | 1% | -14% | ?
CCOC(=O)c1c(C)[nH]c(NC(=O)N2CCOCC2)c1C | -2% | -1% | 3%

As entered above:
CCOC(=O)c1ccccc1NC(=O)CN(c1cccc(C)c1C)S(=O)(=O)c1ccccc1 in GCN5L2 inh shows -16%
Cc1ccc(C(=O)Nc2sc3c(c2C#N)CCCCC3)cc1C in GCN5L2 inh shows -12%
O=C(NCCC1=CCCCC1)c1ccc(Br)o1 in FEN1 inhibitor shows 2%
COC(=O)Cc1c(C)c2ccc(OC(=O)c3ccco3)cc2oc1=O in GCN5L2 inh shows 1%
CCOC(=O)c1c(C)[nH]c(NC(=O)N2CCOCC2)c1C in FEN1 inhibitor shows -1%

Exported as labelled records: 3 of the compounds above.
SMILES: O=C(NCCC1=CCCCC1)c1ccc(Br)o1
  GCN5L2 inh = 2%
  FEN1 inhibitor = 2%
  N370S GC = 4%

SMILES: O=C(NC(=S)N1CCCCC1)c1csc([N+](=O)[O-])c1
  GCN5L2 inh = -4%
  FEN1 inhibitor = -2%
  N370S GC = 1%

SMILES: Cc1nccc(-c2ccc(-n3c(C)ccc3C)cc2)n1
  GCN5L2 inh = -15%
  FEN1 inhibitor = -13%
  N370S GC = 0%

Compound activity deposited in PubChem by National Center for Advancing Translational Sciences (NCATS).
